# PHOSPHO1 inh: PubChem AID 1565. Phosphoethanolamine/phosphocholine phosphatase (Homo sapiens), Q8TCT1. recombinant PHOSPHO1, absorbance phosphatase assay. inhibition, % at 13.3 µM. 290,000 compounds, 1.1% hits; in the data active = inhibition above about 60%
# Target sequence (Q8TCT1 whole entry, looked up): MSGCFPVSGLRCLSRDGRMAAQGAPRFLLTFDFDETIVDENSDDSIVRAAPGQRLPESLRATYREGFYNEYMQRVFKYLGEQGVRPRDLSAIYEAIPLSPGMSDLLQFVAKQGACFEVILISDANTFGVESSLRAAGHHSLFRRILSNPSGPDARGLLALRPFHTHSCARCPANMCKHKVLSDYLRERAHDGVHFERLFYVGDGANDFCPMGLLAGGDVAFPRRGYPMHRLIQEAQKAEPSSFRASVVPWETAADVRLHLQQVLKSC
# NS3 helicase inh: inhibitors of HCV NS3 helicase, primary screen, biochemical, Cy5 molecular beacon fluorescence. AID 1800, 2009. NS3 helicase DNA unwinding. 290,000 compounds, 0.56% hits. inhibition, % at 10.9 µM. Hepatitis C virus NS3 helicase;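 active = inhibition above the mean of all tested compounds plus 3 SD, set per campaign, cut at about 35% in these data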;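 also: 0% = DMSO wells and 100% = thioflavine S control wells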
#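 Test system: hepatitis C virus NS3 helicase domain fragment enzyme. Also added: annealed dual-labelled DNA beacon duplex, ATP-started. Timing: 60 min unwinding reaction at 25 °C after ATP addition. Technique: Cy5 fluorescence. Measure: % inhibition of unwinding.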
# IMP-1 inh: IMP-1 metallo-beta-lactamase inhibitors, primary screen, biochemical, epi-absorbance readout, Pseudomonas aeruginosa enzyme. metallo-beta-lactamase IMP-1 (Pseudomonas aeruginosa). purified IMP-1, nitrocefin hydrolysis, epi-absorbance fluorescence. inhibition, % at 5.6 µM. 290,000 compounds, 0.45% hits;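 active = inhibition above the mean plus 3 SD of all compounds in the same screening run, cut at about 4.5% in these data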;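 also: 0% = IMP-1 with DMSO and 100% = DMSO wells lacking enzyme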
#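 Assay system: purified recombinant IMP-1 beta-lactamase. Input: IMP-1 0.2 nM before substrate addition. Buffer or medium: Zinc- and detergent-supplemented HEPES buffer, pH 7.1. Schedule: 25 °C, 15 min preincubation, 25 min reaction. Signal: Epi-absorbance fluorescence, 480 nm excitation, 530 nm emission. Evaluation: percent inhibition from optical density relative to buffer-blank wells.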
# V1R ag counter: agonists of human V1a receptor, primary screen, counter-screen for OXTR agonist project, fluorescence, CHO-V1R cells. Fluo-8 calcium fluorescence, agonist mode; 0% DMSO, 100% 3 nM vasopressin. activation, % at 3 µM. 320,000 compounds, 0.25% hits. AID 2797, 2010;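 active = activation above the mean activation of all tested compounds plus 3 SD, per screening run, cut at about 20% in these data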;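 also: signal is peak over basal fluorescence ratio across a 100 second FLIPR read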
# GPR7 antagonist: GPR7 receptor antagonists, primary screen, cell-based, fluorescence, single concentration; 290,000 compounds, 1.1% hits; GPR7-expressing cells, fluorescence antagonist assay; Neuropeptides B/W receptor type 1 (Homo sapiens), P48145; inhibition, % at 4.4 µM; in the data active = inhibition above about 16%, passing the limit was not always enough;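 also: cells stimulated with the agonist NPW; 0% = agonist with vehicle and 100% = vehicle without agonist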
# Target sequence (P48145 whole entry, looked up): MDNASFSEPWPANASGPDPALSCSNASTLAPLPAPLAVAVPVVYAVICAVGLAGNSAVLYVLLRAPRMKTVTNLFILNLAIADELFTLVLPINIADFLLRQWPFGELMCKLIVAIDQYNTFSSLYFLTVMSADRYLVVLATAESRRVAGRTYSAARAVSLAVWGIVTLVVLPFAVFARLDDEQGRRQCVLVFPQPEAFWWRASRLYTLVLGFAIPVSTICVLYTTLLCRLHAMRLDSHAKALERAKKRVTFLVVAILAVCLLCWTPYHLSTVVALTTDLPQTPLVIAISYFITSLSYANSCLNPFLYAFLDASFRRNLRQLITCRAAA
# GalR3 antag: GalR3 antagonists in HEK293 cells, primary screen, cell-based, fluorescence readout; inhibition, % at 3 µM; 360,000 compounds, 0.44% hits; AID 651719, 2012; Galanin receptor type 3 (Homo sapiens), O60755; HEK293 GalR3-CNG cAMP membrane potential fluorescence; galR3 body fused to GalR1 C-terminus;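 active = inhibition above the screen-wide average plus 3 SD, cut at about 13% in these data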;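 also: forskolin and galanin both at EC90 stimulate the cells; cAMP rise reported by CNG channel membrane potential dye signal; 0% = forskolin plus galanin with DMSO and 100% = forskolin alone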
# DNA FID counter: compounds displacing fluorescent DNA intercalator, primary screen, artefact control for HCV NS3 helicase inhibitor project, biochemical, FID fluorescence. AID 1845, 2009. 290,000 compounds, 0.17% hits. inhibition, % at 7.9 µM. DNA fluorescent intercalator displacement; in the data active = inhibition above about 37%;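 also: 0% = vehicle and 100% = reference compound; higher means more ethidium bromide displaced from hairpin DNA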
# OXTR ag: human OXTR agonists, primary screen, fluorescence, CHO-OTR cells, Fluo-8 calcium. Oxytocin receptor (Homo sapiens), P30559. Fluo-8 calcium fluorescence; normalized: DMSO 0%, oxytocin 100%. activation, % at 3 µM. 320,000 compounds, 0.32% hits. AID 2435, 2010;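 active = activation above the mean of all tested compounds plus 3 SD, cutoff set per screening run, cut at about 20% in these data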;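 also: peak over basal fluorescence ratio from a 100 s FLIPR kinetic read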
# Target sequence (P30559 whole entry, looked up): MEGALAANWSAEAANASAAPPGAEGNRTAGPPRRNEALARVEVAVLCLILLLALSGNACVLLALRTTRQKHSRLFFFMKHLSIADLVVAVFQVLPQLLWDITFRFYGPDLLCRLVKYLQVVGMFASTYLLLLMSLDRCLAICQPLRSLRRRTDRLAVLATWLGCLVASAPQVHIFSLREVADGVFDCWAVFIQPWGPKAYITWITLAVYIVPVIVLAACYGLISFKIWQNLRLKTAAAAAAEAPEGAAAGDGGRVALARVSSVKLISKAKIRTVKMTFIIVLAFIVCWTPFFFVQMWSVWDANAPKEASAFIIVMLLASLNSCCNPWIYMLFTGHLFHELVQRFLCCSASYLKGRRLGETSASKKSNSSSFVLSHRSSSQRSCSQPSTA
# VIM-2 inhibitor: VIM-2 metallo-beta-lactamase inhibitors, primary screen, biochemical, epi-absorbance readout, Pseudomonas aeruginosa enzyme. AID 1527, 2009. 290,000 compounds, 0.89% hits. inhibition, % at 5.6 µM. purified VIM-2, nitrocefin hydrolysis, epi-absorbance fluorescence;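 active = inhibition above the mean of all tested compounds plus 3 SD, cutoff set per screening run, cut at about 7.5% in these data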;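 also: red hydrolysis product quenches plate fluorescence so inhibitors raise well fluorescence; 0% = enzyme with DMSO and 100% = DMSO without enzyme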
# Numbers without * were called inactive; x = no result given.
Structure,PHOSPHO1 inh,NS3 helicase inh,IMP-1 inh,V1R ag counter,GPR7 antagonist,GalR3 antag,DNA FID counter,OXTR ag,VIM-2 inhibitor
CCOc1ccccc1C1CC(c2cccs2)=NN1S(C)(=O)=O (stereo not given),42,2,-3.1,-1.1,3,-4,-7,-2.4,-2.0
CCOC(=O)C1=C(N)Oc2cc(O)ccc2C1c1cccc(Cl)c1 (stereo not given),40,-4,-3.4,-1.3,-9,-3,-3,-1.1,-3.1
Cc1ccccc1OCC(=O)N/N=C/c1c(C)nn(-c2ccccc2)c1Cl,-14,-1,-0.8,0.0,-10,-4,-9,-0.9,-0.3
Cc1cc(O)ccc1Nc1nc(-c2cccnc2)cs1,29,7,-3.1,x,-2,-2,-9,x,1.0
O=C(NCCC1=CCCCC1)C1CCN(c2nnc(-n3cccc3)s2)CC1,-6,5,-3.8,-0.3,-6,-2,-29,-1.6,-2.4
COc1cc2sc(C)nc2cc1C,28,4,-3.1,0.7,-20,-2,-1,0.8,0.5
O=c1[nH]c(SCc2ccccc2)nc2c1sc1ccccc12,42,1,-2.9,2.1,12,-1,-1,0.0,-1.9
CC1CCCCN1C(=O)CSc1nc(C2CC2)nc2c1cnn2-c1ccccc1 (stereo not given),34,7,-2.5,0.6,-2,-9,-3,0.0,-0.7
CC(=O)Nc1ccc(S(=O)(=O)N(C)CC(=O)OCC(=O)Nc2cccnc2Cl)cc1,2,-7,-4.2,0.1,-12,2,1,0.5,-1.3
N#Cc1cc([N+](=O)[O-])ccc1Oc1ccc(-c2nnco2)cc1,43,7,-3.2,1.0,13,-7,-2,0.0,-0.3
O=C(NNC(=O)c1ccccc1[N+](=O)[O-])c1ccc(NS(=O)(=O)c2cccs2)cc1,8,8,-1.6,0.4,-13,-2,-1,0.3,0.1
CC(=O)Nc1ccc(NC(=O)C2CC(=O)N(c3ccccc3Cl)C2)cc1 (stereo not given),-12,-10,-2.9,0.5,-8,3,-8,0.4,-2.2
CC(=O)/C(=N\Nc1ccccc1)Oc1ccc([N+](=O)[O-])cc1,-18,-9,-3.2,0.3,-5,0,7,-0.9,-3.8
COCCOC(=O)C1=C(N)Oc2c(oc(CO)cc2=O)C1c1c(F)cccc1Cl (stereo not given),-26,2,-3.0,0.6,-13,1,-17,0.1,4.0
N#C/C(=C\c1cccnc1)c1ccccn1,37,-5,-2.8,0.5,1,-7,-4,0.5,-0.7
O=C(Nc1ccc(Cl)cc1Cl)c1cc2ccccc2o1,25,0,-1.0,-0.1,-19,-11,-3,2.5,-0.7
Cc1ccc2c(c1)C(c1ccccc1)N(C(=O)C(C)C)CC(=O)N2 (stereo not given),5,4,-4.5,x,-8,-1,-24,x,-5.1
Cc1ccc(NC(=O)N2CCc3ccccc32)cc1,-7,2,-3.6,-1.2,-14,-2,-3,-2.2,-1.8
CCOC(=O)C(C)n1cnc2c(nnn2-c2ccc(OC)cc2)c1=O (stereo not given),11,-7,1.6,1.0,6,-3,-9,-0.2,2.3
CCC(=O)Nc1ccc(NC(=O)c2ccccc2Cl)nc1,14,-7,-2.8,0.4,0,-2,11,0.9,-0.4
CN(C)CCNC(=O)C(=O)NCC1OCCCN1S(=O)(=O)c1cccs1 (stereo not given),3,-8,-2.3,0.6,-6,-1,1,-0.8,-3.5
CCn1c(=O)c2c3c(sc2n2c(=S)[nH]nc12)CCC3,102*,9,2.0,0.0,-3,1,-7,0.4,-0.2
Cc1cc2ncn(S(=O)(=O)c3ccc(F)cc3)c2cc1C,40,6,-4.2,0.5,-16,-2,2,0.9,-1.8
CC(=O)Nc1ccc(SCC(=O)Nc2sccc2C#N)cc1,-26,-2,-2.0,0.6,-9,-3,1,1.8,-0.8
COCCCn1c(-c2ccc(OC)cc2)nc2c1c(=O)[nH]c(=O)n2Cc1ccccc1,10,-34,-3.4,-0.6,-5,14*,-35,-0.5,-3.0
Cc1ccc(CNC(=O)c2ccc(S(=O)(=O)Nc3c(C)n(C)n(-c4ccccc4)c3=O)cc2)cc1,48,6,-2.0,0.2,-5,-4,-33,-0.1,-1.3
COc1cccc(N2CCN(C(=O)c3cc4c(OC)c(OC)c(OC)cc4[nH]3)CC2)c1,23,7,-0.8,3.3,16,-12,-39,-1.5,-0.6
Cc1ccc(-c2nc(CS(=O)(=O)CC(=O)NC3CCC(C)CC3)c(C)o2)cc1 (stereo not given),26,22,-0.8,2.5,-9,-5,-41,2.4,-1.1
Cc1ccc(NC(=O)CN(C)C(=O)Nc2ccc(C)cc2)cc1,22,-5,-5.7,-0.9,-5,-6,-8,-0.4,-2.4
Nc1ccc2nc(-c3ccccc3)[nH]c2c1,0,-38,0.2,1.2,-2,0,11,-0.9,3.2
COc1cccc2c1C(=O)CC2NC(=O)C(F)(F)F (stereo not given),-10,13,-1.3,-0.1,-10,-2,1,0.7,-1.5
NC(=O)c1c(-c2cccs2)csc1N,32,6,1.9,0.6,-5,x,4,0.5,-0.4
O=C(COc1ccccc1)Nc1cccc(-c2nn[nH]n2)c1,22,4,-1.5,-0.1,-13,0,-11,0.0,0.4
CCOC(=O)c1c(C)oc(/N=C/c2ccccc2O)c1C#N,11,8,-3.0,0.1,-19,-3,-5,0.0,-4.4
COC(=O)C(NS(=O)(=O)c1ccccc1Br)C(C)C (stereo not given),4,x,x,0.8,x,-1,x,-0.2,x
COc1ccccc1C(=O)N/C(=C/c1ccco1)C(=O)Nc1ccc(C(=O)O)cc1,19,15,-3.4,0.1,0,-7,-20,1.0,-0.8
CCOC(=O)[C@@H]1[C@H]2COc3ccccc3[C@@H]2N2C(=O)N(c3ccc(F)cc3)C(=O)[C@@]12C,-2,-4,0.7,-0.9,-4,-4,-16,-0.4,0.3
Cn1c(-c2ccc3c(c2)OCO3)c(C(=O)O)c(=O)c2ccccc21,28,-5,-1.3,0.2,-10,0,1,-0.9,11*
O=S(=O)(NCCc1ccncc1)c1ccc(Br)cc1,3,-1,-0.9,-0.3,-4,-3,-2,0.0,-5.1
CCC(C)[C@H](NC(=O)[C@H](Cc1ccccc1)n1c(=O)[nH]c2ccccc2c1=O)C(=O)N1CCC(C(=O)O)CC1 (stereo not given in full),14,9,-3.1,0.8,-11,-6,-35,0.3,-2.1
COc1cccc(NC(=O)CCc2c(C)nc3nc(CNC(=O)c4cccc(F)c4)nn3c2C)c1,23,-9,-1.0,3.8,-8,-6,-51,0.0,-1.7
O=c1[nH]c(=O)n(Cc2ccccc2)c2nc(-c3ccco3)cc(C(F)(F)F)c12,18,8,-0.9,-0.1,-10,-4,-3,-1.2,-3.1
Cc1cc(=O)n(C)c(=O)n1CCCCOc1cccc([N+](=O)[O-])c1,-3,0,0.2,2.3,0,-2,-1,0.5,0.3
COc1cc(OC)cc(C(=O)NC(=S)Nc2cc3oc4ccccc4c3cc2OC)c1,-2,-7,-3.9,4.7,-6,0,-5,0.1,-2.0
Cc1ccc(C2=NN(C(=O)CSc3nc4ncc(Cl)cc4[nH]3)C(c3ccco3)C2)cc1 (stereo not given),-55,24,-1.9,-0.7,-5,2,-23,-0.7,-0.9
CCCCn1cnc2c([nH]c3ccccc32)c1=O,24,-5,-2.0,-0.6,2,-4,0,-1.1,-1.3
Cc1ccc(C(=O)Nc2ccccc2C(=O)N2CCN(c3ccccc3)CC2)cc1,x,0,-1.4,1.9,-4,-2,-23,-1.7,-3.0
COc1ccc(C(O)(C2CCCCC2)C(CN2CCCC2)c2ccccc2)cc1 (stereo not given),28,-71,-0.9,0.7,21,-11,21,1.4,-1.2
Cc1ccc(NC2=NCC(=O)N2c2ccc3c(c2)OCCO3)c(C)c1,-8,-1,-1.8,0.7,12,-2,2,0.1,0.9
Cc1nc(-c2cccc(S(=O)(=O)N3CC(C)CC(C)C3)c2)cs1 (stereo not given),-9,-7,-1.9,0.3,-10,-1,-6,-2.4,-2.0
COC(=O)CCC(=O)Nc1c(C)n(C)n(-c2ccccc2)c1=O,15,0,-1.2,1.5,-6,-3,1,-0.2,-2.3
COc1cccc(COC(=O)c2nn(-c3ccccc3)nc2N)c1,25,-10,-0.1,-0.3,-12,-6,-12,-1.2,0.4
Cc1cc(C)c(C)c(S(=O)(=O)NCCCN2CCOCC2)c1C,43,4,-2.3,3.4,2,-4,6,1.6,-4.1
NS(=O)(=O)c1cccc2cccnc12,25,-1,1.6,1.3,-5,-2,0,-0.1,-1.6
Cc1ccc(-c2nnn(CC(=O)N(Cc3ccc(F)cc3)C(C(=O)NC3CCCC3)c3ccncc3)n2)o1 (stereo not given),10,-2,-1.4,-0.8,-3,0,-6,-0.9,-2.4
O=C(Cc1ccccc1)Nc1ccc2oc(=O)ccc2c1,45,3,-2.9,1.1,2,-1,-1,-0.6,-8.5

# A stretch taken from the entries so far, as a working copy:
Structure,PHOSPHO1 inh,NS3 helicase inh,IMP-1 inh,V1R ag counter,GPR7 antagonist,GalR3 antag,DNA FID counter,OXTR ag,VIM-2 inhibitor
COC(=O)CCC(=O)Nc1c(C)n(C)n(-c2ccccc2)c1=O,15,0,-1.2,1.5,-6,-3,1,-0.2,-2.3
COc1cccc(COC(=O)c2nn(-c3ccccc3)nc2N)c1,25,-10,-0.1,-0.3,-12,-6,-12,-1.2,0.4

# The list continues.
Structure,PHOSPHO1 inh,NS3 helicase inh,IMP-1 inh,V1R ag counter,GPR7 antagonist,GalR3 antag,DNA FID counter,OXTR ag,VIM-2 inhibitor
CCOC(=O)CSc1nnc(-c2cccc(Cl)c2)n1CC,31,8,-4.8,-0.9,-6,1,-5,-1.0,-3.8
COC(=O)c1ccc(N2CCN(C)CC2)c(NC(=O)COc2ccccc2Cl)c1,10,-9,4.1,1.4,6,0,6,-0.3,3.6
CCN(C1CCCCC1)S(=O)(=O)c1ccc(C(=O)O)cc1,7,8,-1.2,1.2,-9,-3,-7,1.1,-2.4
COc1ccc(/C=N/NC(=O)c2ccccc2F)cc1CN1CCN(c2ccc(F)cc2)CC1,-7,-9,-4.0,0.4,-12,10,3,-1.5,-2.6
O=C(NCCCc1ccccc1)C(=O)NCC1OCCN1S(=O)(=O)c1ccccc1 (stereo not given),35,3,-6.5,2.7,-10,-1,-42,-0.3,-2.4
COc1ccc(/C=N/NC(=S)Nc2ccccc2)cc1COc1ccccc1F,10,-5,-1.8,0.3,0,3,-9,0.6,-1.0

# From PubChem BioAssay

# Not a hit list, and some 4.3% of all compounds hit somewhere here.
